Screening results as filed in PubChem BioAssay.
GRIN3A LBD mod – binders of NR3A ligand-binding domain, primary screen, biophysical, differential scanning fluorimetry, uHTS; Glutamate receptor ionotropic, NMDA 3A (GRIN3A) ligand-binding domain; NR3A LBD differential scanning fluorimetry, Tm shift; 0% = protein alone, 100% = glycine-bound protein; Tm shift relative to glycine control, % at 25 µM; 340,000 tested, 2.5% active; AID 1259313, 2017;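 active = melting temperature shift of at least 10% of the positive control shift, at one fixed dose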
An asterisk follows results filed as active. Some of the compounds tested (hit frequency here may not be typical).

SMILES	GRIN3A LBD mod
O=C(O)C1C2CCC(CC2)C1C(=O)O (stereo not drawn)	-1
COc1cc(C(=O)Nc2cccc(-c3nc4ccccc4o3)c2C)cc(OC)c1OC	2
COc1ccc(OC)c(/C=N/NC(=O)C(=O)N/N=C/c2cc(OC)ccc2OC)c1	-1
CC(C)(C)c1ccc(-c2cn(-c3ccc(Br)cc3)c3[n+]2CCCS3)cc1	-2
CCN1C[C@@H]2[C@@H]3C(=O)N(Cc4ccccc4)C(=O)[C@@H]3[C@](Cc3ccccc3)(C1=O)N2C(=O)c1ccccc1	-5
CCOC(=O)CCNC(=O)N1CCC(CCOc2ccccc2)(C(=O)OCC)CC1	2
CC(C)c1nc2sc3c(SCCN(C)C)ncnc3c2c2c1CCC2	1
CCOc1ccccc1C=C1SC(=S)N(CC)C1=O	-6
CC(=O)Nc1ccc(NC(=O)c2ccc(Cl)c(S(=O)(=O)N3CCc4ccccc43)c2)cc1	13*
Cc1cccc(NC(=O)c2cc([N+](=O)[O-])ccc2Cl)c1O	0
C#CCOCCOCCOCCNc1nc(N2CCN(C(=O)Cn3cc(CCO)nn3)CC2)nc(N2CCN(C(=O)[C@H]([C@@H](C)CC)n3cc(CCCN=C(N)N)nn3)CC2)n1	1
CCn1cc(C(=O)NC2CCCC2)c(=O)c2cc(S(=O)(=O)N3CCOCC3)ccc21	-1
O=C(CN1C(=O)c2ccccc2C1=O)NC(Cc1ccccc1)C(=O)O (stereo not drawn)	1
COc1ccc2nc(N3C(=O)/C(=C/c4ccc(Cl)cc4)NC3=S)sc2c1	-7
O=C1CC2(CCN1)CCN(Cc1ccccc1)CC2	-2
Cc1cccc(CC2(O)C(=O)Nc3ccccc32)n1 (stereo not drawn)	-1
O=C(CCN1CCN(c2ccccc2)CC1)N/N=C/c1ccc(O)c(O)c1O	-2
CN(Cc1c(F)cccc1Cl)C(=O)c1cccc(S(=O)(=O)N2CCN(Cc3ccccc3)CC2)c1	-1
COc1cc(C(=O)N2CCN(S(=O)(=O)c3ccc(C)cc3)CC2)ccc1OCC(=O)N1CCOCC1	-2
O=C(O)C(c1ccccc1)C(O)C1CCCC1 (stereo not drawn)	2
CC(=O)Nc1ccc(N=Nc2ccccc2)cc1[N+](=O)[O-]	-3
COc1ccc(C[C@@H]2OC3(C=CC(=O)C=C3)O[C@H]2Cc2ccc(OC)cc2)cc1	5
C/C(=N\Nc1ccc(S(N)(=O)=O)cc1[N+](=O)[O-])c1ccc2c(c1)OCO2	-1
COc1ccc(Cl)cc1NC(=O)CN(C)C(=O)CN1C(=O)NC(C)(c2ccc3ccccc3c2)C1=O (stereo not drawn)	3
N#CC1(Nc2ccc(C(=O)O)cc2)CCCC1	0

Of the compounds above, 6 have a halogen.
SMILES	GRIN3A LBD mod
CC(C)(C)c1ccc(-c2cn(-c3ccc(Br)cc3)c3[n+]2CCCS3)cc1	-2
CC(=O)Nc1ccc(NC(=O)c2ccc(Cl)c(S(=O)(=O)N3CCc4ccccc43)c2)cc1	13*
Cc1cccc(NC(=O)c2cc([N+](=O)[O-])ccc2Cl)c1O	0
COc1ccc2nc(N3C(=O)/C(=C/c4ccc(Cl)cc4)NC3=S)sc2c1	-7
CN(Cc1c(F)cccc1Cl)C(=O)c1cccc(S(=O)(=O)N2CCN(Cc3ccccc3)CC2)c1	-1
COc1ccc(Cl)cc1NC(=O)CN(C)C(=O)CN1C(=O)NC(C)(c2ccc3ccccc3c2)C1=O (stereo not drawn)	3

Continued.
SMILES	GRIN3A LBD mod
COCCN(C(=O)COC(=O)c1ccc(-c2ccccc2)cc1)c1c(N)n(Cc2ccccc2)c(=O)[nH]c1=O	-1
c1coc(-c2nc3nc4ccccc4nc3n2-c2ccc3c(c2)OCCO3)c1	-2
Cc1ccc(-c2nnn(CC(=O)Nc3ccccc3-c3ccccc3)n2)c(-n2cnnn2)c1	-1
Oc1ccc(C[C@H]2CNC(=S)N2CC2CCCN2C[C@H](Cc2ccccc2)N2C[C@H](Cc3ccc(O)cc3)N(CCc3ccccc3)C2=S)cc1 (stereo partly drawn)	31*
CC(=O)CC[N+](C)(C)C	2
C#CC(C)(O)C1CC(CC(=O)O)C1(C)C (stereo not drawn)	0
Cc1ccc(N2NC(=O)/C(=C\c3cc4c(cc3[N+](=O)[O-])OCO4)C2=O)cc1C	-14
Cc1ccc(C(=O)N2[C@@H]3CN(C)C(=O)[C@@]2(Cc2ccccc2)[C@H]2C(=O)N(Cc4ccccc4)C(=O)[C@@H]32)cc1	17*
O=C(CCc1ccccc1)Nc1c(F)c(F)c(F)c(F)c1F	2
N#C/C(=C\C1=C(N2CCOCC2)C(=C\c2ccc(Cl)cc2)/CC1)C(=O)Nc1ccccc1F	-2
CCN1C(=O)/C(=C/C=C2\C=CN(CC)c3ccccc32)SC1=S	-17
CCOC(=O)c1ccc(N2Cc3ccccc3C2=NC(=O)c2ccncc2)cc1	-2
COc1cc(OC)c(OC)cc1CNC(=O)c1cc(S(=O)(=O)N(C)c2ccccc2OC)ccc1C	-1
COc1cc(C(=O)Nc2cc(S(=O)(=O)N3CCOCC3)ccc2N2CCOCC2)ccc1OC(F)F	-1
O=C(O)c1cc(-c2cc(C(=O)O)c3ccccc3n2)ccc1O	3
CCOC(=O)CSc1nc2c(c(=O)n(C)c(=O)n2C)n1CCCc1ccccc1	0
C#CCCOC(=O)N1C2=NC(C(=O)OC)=C(C(=O)OC)[C@@H]3Nc4ccccc4[C@]23C[C@H]1C(=O)OC	1
O=C(CCc1ccco1)CCc1ccco1	0
CC(=O)Nc1ccc(C=NN=C2c3ccccc3-c3ccccc32)cc1	-1
COc1cc(/C=N/Nc2ncnc3sc4c(c23)CCC4)ccc1O	29*
CC(C)C[C@@H](CNCC(=O)[C@H](CC(=O)O)NC(=O)c1[nH]cnc1C(=O)N[C@H](CN)CC(C)C)NC(=O)c1nc[nH]c1C(=O)N[C@@H](C)C(=O)O	3
CS(=O)(=O)N(CC(=O)N1CCc2ccccc2C1)c1ccc(Cl)cc1F	-1
C=C1CC2(OC1=O)c1ccccc1CCc1ccccc12	2
O=C(C=C(O)c1ccc(Cl)cc1)C(=O)NNC(=O)C(O)(c1ccccc1)c1ccccc1	4
O=C1CCCC2=C1C(c1ccsc1)CC(=O)N2c1nnc(SCc2ccccc2)s1 (stereo not drawn)	3

Later entries.
SMILES	GRIN3A LBD mod
O=C1NC(=S)NC1=Cc1ccco1	0
COc1ccc(C(=O)NNC(=O)c2cccc3ccccc23)cc1	1
O=c1[nH]c2cnn(-c3ccccc3)c2c(=O)n1O	0
S=C(NCc1ccccn1)NN=Cc1ccccn1	0
Cc1cc2c(cc1C)NC(C)CC(=O)N2 (stereo not drawn)	-3
O=S(=O)(c1ccc(F)cc1)n1ccc(-c2cccc(OCc3c(F)cccc3Cl)c2)n1	2
O=C(c1ccccc1)N1CCN(c2ccccc2)CC1	0
NC(=O)C1=C(N=C2CCCCC2)CCCC1	0
O=S(=O)(N1CCCCC1)N1CCN(c2cc(Cl)ccc2Cl)CC1	-1
CCOC(=O)c1c(C)oc2c1c(C=NC1CCS(=O)(=O)C1)c(O)c1ccccc12 (stereo not drawn)	-10
CCN(CC)S(=O)(=O)c1cc(NC(=O)c2ccccc2OCc2c(C)noc2C)ccc1C	-7
CC(COc1ccccc1)OC(=O)Nc1ccccc1 (stereo not drawn)	6
COc1ccc(C(CNC(=O)CN2C(=O)NC(C)(c3ccc4ccccc4c3)C2=O)N2CCCC2)cc1 (stereo not drawn)	-2
CCOc1ccc2nc3cc(N=Nc4ccc(N)nc4N)ccc3c(N)c2c1	3
O=C(NNC(=O)c1cccs1)c1ccc(Br)o1	-1
CCCCn1c(N)c(N(CC(C)C)C(=O)c2cc(-c3ccc(OC)cc3)nc3ccccc23)c(=O)[nH]c1=O	-3
O=[N+]([O-])c1cccc(COc2cccc(CO)c2)c1	1
O=C1CCC[C@@H]2C[C@@]3(C[C@@H]4CCN1[C@H]24)Nc1cc(Cl)ccc1NC3=NCc1ccccc1	-5
N=C1SCC(=O)N1c1ncc(Cc2ccccc2Cl)s1	-1
CCCC(=O)NCn1nnc(-c2ccc(Cl)cc2)n1	-1
CC=Cc1cc(OC)c2c(c1)C(C)C(c1ccc(O)c(OC)c1)O2 (stereo not drawn)	-8
Nc1c(Cl)cc(N=Nc2ccccc2)cc1Cl	0
CCCC(O)(CCC)C(=O)NN(C(=O)OC)c1ccccc1	-2
COc1ccc(C2CC(c3cccs3)=NN2c2ccc(C=O)cc2)cc1 (stereo not drawn)	4
CC1(C(=O)OCC(=O)Nc2cc(S(=O)(=O)N3CCOCC3)ccc2Cl)CC1(Cl)Cl (stereo not drawn)	2

Additional results:
SMILES	GRIN3A LBD mod
COc1ccc(C)cc1NC(=O)C1CC(=O)N(CCc2ccc(F)cc2)C1 (stereo not drawn)	0
Cc1cccn2c(=O)c3cc(C(=O)NCc4ccccc4)c(=N)n(CCCN4CCOCC4)c3nc12	-2
COc1ccc(S(=O)(=O)NCc2nc3nc(C)cc(C)n3n2)cc1	0
C#CCOCCOCCOCCNc1nc(N2CCN(C(=O)Cn3cc(CC(C)O)nn3)CC2)nc(N2CCN(C(=O)[C@H]([C@@H](C)O)n3cc(CCCCN)nn3)CC2)n1 (stereo partly drawn)	0
O=C(NCCCCc1ccccc1)c1cccc(NC(=O)C2CC2)c1	-1
CC(C)(C)OC(=O)N1CCCC(C(=O)Nc2cccc(C(=O)NCCc3ccccc3)c2)C1 (stereo not drawn)	-1
O=[N+]([O-])c1ccc(S(=O)(=O)NN=C2CCCCC2)cc1	-1
O=C(CCNS(=O)(=O)c1ccc(OC(F)(F)F)cc1)Nc1cccc(S(=O)(=O)N2CCCC2)c1	-4
Cc1ccc(/C=C2/C(=N)N3N=C(CC(=O)N4CCCC4)SC3=NC2=O)cc1	-1
CCOC(=O)c1c(-c2cccc([N+](=O)[O-])c2)csc1NC(=O)CCCOc1ccccc1	1
O=C(Cc1ccc(Cl)cc1)c1ccccc1	0
CCCCn1c(=O)[nH]c(=O)c2c1nc(CN(C)Cc1cccc(OC)c1OC)n2CCC	-2
CC(C)CCN1CCC(N)=NC1=O	-2
CCOC(=O)[C@H]1[C@H]2COc3ccc(Br)cc3[C@H]2N2C(=O)CN(CCc3c[nH]c4ccccc34)C(=O)[C@@]12C	-1
O=c1[nH]cc(CN2CCOCC2)c(=O)[nH]1	2
CC(=NNC(=O)c1ccncc1)c1cccc(Br)c1	0
Cc1ccc(Cn2ccc(NC(=O)c3cc(-c4ccc5c(c4)OCO5)on3)n2)cc1	1
CN1CCN(CCCNC(=O)c2ccc(/C=C3\Sc4ccccc4N(Cc4ccccc4F)C3=O)cc2)CC1	-3
O=C(CC(c1ccccc1)C1CCCCC1=O)c1ccccc1 (stereo not drawn)	-1
CC(=NNC(=S)N1CC2CCC(CC2)C1)c1cccc(C)n1	0
O=C(O)CC(CC(=O)O)n1cccc1	4
Cc1ccc(/C=N/NC(=O)COc2ccccc2-c2ccccc2)cc1	-5
O=C(NC1CC1)c1ccc(NC(=O)C2CCC2)cc1	3
Cc1ncc(NS(=O)(=O)c2ccc(N)cc2)nc1C	-2
Nc1c(Cl)ncnc1Nc1ccc(C(=O)O)cc1	0

Following part.
SMILES	GRIN3A LBD mod
CCOC(=O)c1c(C)[nH]c(C(=O)COC(=O)[C@H](C)N2C(=O)C3CCCCC3C2=O)c1C (stereo partly drawn)	-4
O=C(CC(C(=O)c1ccccc1)c1ccccc1)c1ccccc1 (stereo not drawn)	2
CCCCCCCCCCCCCCCC(=O)Nc1ccn(C2OC(CO)C(O)C2O)c(=O)n1 (stereo not drawn)	0
COc1cc(NC(=O)c2cnn3c(C)cc(C)nc23)c(OC)cc1Cl	3
COC1=NC(=C(c2ccccc2)c2ccccc2)OC1=O	2
O=C(CCl)N(O)c1ccc(C=Cc2ccccc2)cc1	1
COCCN(C(=O)CSc1nnc(-c2ccncc2)n1C)c1c(N)n(CC(C)C)c(=O)[nH]c1=O	1
N=C1C=CC(=C(c2ccc(N)cc2)c2ccc(N)cc2)C=C1	-3
COc1ccc(/C=N/NC(=O)c2cc(O)c(O)c(O)c2)cc1Cn1cc([N+](=O)[O-])cn1	-2
CCOC(=O)CCc1ccc(NC(=O)/C=C/c2ccc([N+](=O)[O-])o2)cc1	0
CC(C)CC(C(=O)OCC(=O)N1CCN(c2ccccc2)CC1)N1C(=O)c2ccccc2C1=O (stereo not drawn)	2
Cc1nc2c(sc3nc4c(cc32)COC(C)(C)C4)c(=O)n1CC(=O)NCc1ccco1	0
CC(=O)NC1CCC(OC(=O)Nc2ccccc2)CC1 (stereo not drawn)	-2
C=C1C(=O)OC2C1CCC(C)=C1C(=O)C3OC3(C)C12 (stereo not drawn)	1
C/C(=N\NC(=O)c1ccccc1)c1cc2cc([N+](=O)[O-])ccc2oc1=O	5
CC(=O)OC[C@H]1O[C@@H](Oc2cc3ccc(=O)oc3cc2OC(C)=O)[C@H](OC(C)=O)[C@@H](OC(C)=O)[C@@H]1OC(C)=O	-3
CN1C[C@@H]2[C@@H]3C(=O)N(Cc4ccccc4)C(=O)[C@@H]3[C@](Cc3ccccc3)(C1=O)N2C(=O)c1ccc(Cl)cc1	-4
CC(=O)OCC1=C(C(=O)O)N2C(=O)[C@@H](NC(=O)Cc3ccccc3)[C@H]2SC1	1
C#CCOCCOCCOCCNc1nc(N2CCN(C(=O)Cn3cc(CCO)nn3)CC2)nc(N2CCN(C(=O)[C@H](C)n3cc(CCCN=C(N)N)nn3)CC2)n1	2

A run of entries from further up:
SMILES	GRIN3A LBD mod
CCOC(=O)CCc1ccc(NC(=O)/C=C/c2ccc([N+](=O)[O-])o2)cc1	0
CC(C)CC(C(=O)OCC(=O)N1CCN(c2ccccc2)CC1)N1C(=O)c2ccccc2C1=O (stereo not drawn)	2
Cc1nc2c(sc3nc4c(cc32)COC(C)(C)C4)c(=O)n1CC(=O)NCc1ccco1	0
